Screening data from PubChem.
Pol kappa inh: DNA polymerase kappa (human) inhibition | Q9UBT6 | purified Pol kappa, fluorescent DNA synthesis assay, 10 min | Potency, µM (doses to about 107 µM), inactives show at the highest dose activity, negative = inhibition, actives largely listed as inhibitors | actives 0.53% (n = 400,000) | AID 588579; note: potency is the fitted concentration of half-maximal effect; % is set by controls: 0 for no effect and ±100 for the full control effect
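Kinetic fluorescence screen: compound preincubated 15 min RT with 10 nM enzyme; 50 nM substrate (final) initiates; reads at 0/10 min.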
TRHR agonist: TRH receptor (human) agonism; P34981; TRHR cells, calcium flux fluo-8, FDSS agonist mode; activation, % at 2 µM; actives 0.18% (n = 360,000); in the data active = activation above about 30%; note: 0% is about no effect
Target sequence (P34981 whole entry, looked up): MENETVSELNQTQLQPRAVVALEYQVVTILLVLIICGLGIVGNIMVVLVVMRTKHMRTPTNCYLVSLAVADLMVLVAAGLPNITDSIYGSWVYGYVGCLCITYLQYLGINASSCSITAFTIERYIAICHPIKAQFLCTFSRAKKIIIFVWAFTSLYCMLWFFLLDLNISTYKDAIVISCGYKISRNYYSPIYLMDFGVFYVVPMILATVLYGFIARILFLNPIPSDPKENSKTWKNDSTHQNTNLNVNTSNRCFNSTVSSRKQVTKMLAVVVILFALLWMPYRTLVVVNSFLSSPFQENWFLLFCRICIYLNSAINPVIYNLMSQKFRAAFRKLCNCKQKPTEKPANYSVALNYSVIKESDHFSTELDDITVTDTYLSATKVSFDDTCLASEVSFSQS
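Fluo-8-loaded TRHR cells; 10 s baseline, compound added, kinetic Ca2+ fluorescence read 1/s, agonist mode.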
BLM helicase inh: Bloom syndrome helicase (human) inhibition. P54132. recombinant BLM DNA unwinding, fluorescence dequenching. Potency, µM (doses to about 56.1 µM), for inactives: top-dose activity change, negative = inhibition, actives largely listed as inhibitors. actives 0.2% (n = 350,000). AID 2528;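 note: potency is the fitted concentration of half-maximal effect; plate controls were vehicle for no effect and no enzyme for full effect; nearly all actives have a fitted effect of over 35% in size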
APE1 inh: APE1 (human) endonuclease inhibition | P27695 | recombinant APE1, TAMRA/BHQ-2 abasic DNA cleavage fluorescence | Potency, µM (doses to about 65.8 µM), for inactives: at the top dose activity change, negative = inhibition, hits mostly inhibitors | actives 0.35% (n = 350,000);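 note: potency is the fitted concentration of half-maximal effect; plate controls were vehicle for no effect and reference inhibitor for full effect; nearly all actives have a fitted effect of over 55% in size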
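Endonuclease cleavage of a quenched abasic-site DNA duplex (50 nM) by APE1 (0.75 nM) was tracked by TAMRA dequenching. Compounds were preincubated with enzyme 15 min at room temperature; data normalized to buffer-only and DMSO wells plus NSC13755 control.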
ALOX12 inh: blocks human arachidonate 12S-lipoxygenase | P18054 | purified 12hLO, xylenol orange hydroperoxide absorbance | Potency, µM (series often up to 108 µM), without a hit: at the highest dose activity change, negative = inhibition, usual class: inhibitors | actives 1.1% (n = 580,000); note: potency is the fitted concentration of half-maximal effect; % is set by controls: 0 for no effect and ±100 for the full control effect
Target sequence (P18054 whole entry, looked up): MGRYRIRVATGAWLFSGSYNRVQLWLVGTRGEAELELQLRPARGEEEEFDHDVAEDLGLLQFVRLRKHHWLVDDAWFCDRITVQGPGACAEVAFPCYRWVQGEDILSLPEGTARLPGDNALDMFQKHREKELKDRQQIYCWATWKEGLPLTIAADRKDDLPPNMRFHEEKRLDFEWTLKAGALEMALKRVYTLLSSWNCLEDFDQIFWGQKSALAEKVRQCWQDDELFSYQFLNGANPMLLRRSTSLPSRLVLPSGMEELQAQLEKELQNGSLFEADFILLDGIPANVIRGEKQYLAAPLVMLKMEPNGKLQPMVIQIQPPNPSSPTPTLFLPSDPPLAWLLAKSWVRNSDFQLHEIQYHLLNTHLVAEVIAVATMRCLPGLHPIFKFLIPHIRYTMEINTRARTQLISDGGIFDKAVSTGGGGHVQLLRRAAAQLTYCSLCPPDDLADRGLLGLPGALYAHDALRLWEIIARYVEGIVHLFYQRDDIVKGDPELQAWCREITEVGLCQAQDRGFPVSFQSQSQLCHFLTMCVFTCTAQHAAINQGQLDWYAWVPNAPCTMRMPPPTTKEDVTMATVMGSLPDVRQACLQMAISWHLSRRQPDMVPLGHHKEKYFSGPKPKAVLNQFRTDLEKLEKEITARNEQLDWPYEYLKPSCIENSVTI
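Hydroperoxide product was detected by ferrous iron/xylenol orange as the 573 to 405 nm absorbance ratio. Arachidonic acid at 40 uM (final) was turned over for 30 min at room temperature by 150 nM human 12hLO, pH 7.0 Hepes buffer, after 15 min compound preincubation.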
POLI inh: DNA polymerase iota (human) inhibition | Pol iota fluorescent replication assay, 10 min | Potency, µM (highest dose often 115 µM), without a hit: at the top dose activity, negative = inhibition, usual class: inhibitors | actives 1% (n = 390,000) | AID 588590; note: potency is the fitted concentration of half-maximal effect
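Pol iota at 10 nM preincubated 15 min with compounds at room temperature; reaction started with fluorescent substrate, 50 nM final. Fluorescence read kinetically at 0 and 10 min; buffer-only wells as negative control.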
Anesthetic bind: binds horse apoferritin like a general anesthetic | actives 0.074% (n = 350,000) | Potency, µM (top dose mostly 77.5 µM), for the others: at the top dose activity change, negative = displacement, actives largely listed as inhibitors | P02791 | AID 485281 | apoferritin/1-aminoanthracene competitive binding, fluorescence; note: potency is the fitted concentration of half-maximal effect; % is set by controls: 0 for no effect and ±100 for the full control effect; nearly all actives have a fitted effect of over 20% in size
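Apoferritin-based anesthetic binding model; compound displacement of fluorescent 1-AMA measured as endpoint fluorescence after 10 minutes at room temperature, scaled to free-ligand and complex controls.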
ERG-DNA inh: blocks human ERG Ets domain binding to DNA. fluorescence polarization, His-ERG Ets domain / labelled DNA. Potency, µM (doses to about 76.9 µM), without a hit: top-dose FP activity, negative = inhibition, usual class: inhibitors. actives 0.028% (n = 370,000); active = well fitted inhibition curve with a large enough effect in the polarisation, with a control signal flat; inconclusive = small, poorly fitted or top-dose-only effect, or effect the other way, or a change in a side signal; inactive = no such curve, though single readings can be large or run the other way; the % refers to the polarisation;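 note: polarization taken with two DNA probes labelled with fluorescein and Texas red; potency is the fitted concentration of half-maximal effect; % of control where 0% means no effect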
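His-tagged ERG Ets domain (1 uM in the protein solution; 300mM KCl, 50mM Tris-HCl, 1mM EDTA, 1mM DTT, pH 7.5) received compound, then a probe mix of 5 nM fluorescein-DNA and 100nM Texas-615-DNA. Fluorescence polarization was read for both dyes.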
Pol beta inh: inhibitors of human DNA polymerase beta; Pol beta primer extension/strand displacement, fluorescence kinetic; Potency, µM (top dose mostly 114 µM), inactives show top-dose activity change, negative = inhibition, usual class: inhibitors; actives 1.3% (n = 340,000); AID 485314; note: potency is the fitted concentration of half-maximal effect; % is set by controls: 0 for no effect and ±100 for the full control effect
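Values derive from four-parameter Hill fits of normalized kinetic data: reads at 0 and 10 min following addition of 50 nM substrate to 10 nM Pol beta preincubated 15 min with compound.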
An asterisk follows results filed as active; ? = inconclusive; / = not tested or not shown; & = joins results of further samples; [ ] = another dose, or the depositor's remark. Unless noted, calls come from the whole dose curve; as a rule, active = well fitted curve in the direction sought with a large enough effect; inconclusive = small, poorly fitted or top-dose-only effect, or another doubt; inactive = no such curve, though single readings can be large; an effect the other way counts as inactive or inconclusive.

Fields: Pol kappa inh	TRHR agonist	BLM helicase inh	APE1 inh	ALOX12 inh	POLI inh	Anesthetic bind	ERG-DNA inh	Pol beta inh
COc1cc(C)c(CNc2cccc(C)c2)cc1C
    -12.3%[60.1 µM]	-0.9	1.3%	2.2%	?	-0.6%	?	/	-18.4%
Cc1cc(C)n2nc(C(=O)Nc3nccs3)nc2n1
    -21.2%	-0.1	-1.6%	0.3%	0.9%	4.8%	-10.1%	-1.1%	1.0%
O=C1/C(=C\c2ccc(O)c(O)c2)N=C2CCCCCN12
    -20.9%	0.7	-1.0%	-4.3%	-10.0%	?	-5.3%	5.5%	-17.3%
O=C1CSC(=Nc2cccc([N+](=O)[O-])c2)N1
    -8.2%	0.2	1.7%	19.8%	3.8%	-26.1%	-11.3%	-4.0%	-1.3%
O=C(O)CCCC(=O)Nc1cccc(C(=O)Nc2ccccc2C(=O)O)c1
    -3.5%	-1.3	-2.8%	-0.9%	-11.2%	119.0%[activator]	-3.2%	-4.3%	-2.9%
Cc1sc2nc(CSCC(=O)N(CCC#N)c3ccccc3F)[nH]c(=O)c2c1C
    0.8%	0.1	/	7.7%	?	26.5%	/	10.0%	/
COc1ccc(S(=O)(=O)N2CCOCC2)cc1NC(=O)CN1CCCCCC1
    -2.0%	-0.4	-2.6%	3.5%	11.1%	170.6%[activator]	-4.3%	2.1%	35.6%
Cc1nnc(NC(=O)c2cccc(F)c2)s1
    4.2%	-0.7	-1.6%	1.6%	?	-9.1%	-4.7%	-12.9%	2.3%
CCOC(=O)n1c(=O)n(C)c2ccc(Br)cc21
    -2.3%	0.1	2.2%	-5.7%	17.8%	112.4%[activator]	-9.1%	0.0%	15.9%
Cc1ccc(S(=O)(=O)CCC(=O)Nc2ccc(Br)cc2)cc1
    -12.9%	0.8	-4.2%	62.6%[activator]	-2.3%	-10.4%	1.9%	-10.7%	-13.6%
COc1ccc(CNC(=O)CC2N=C3c4ccccc4N=C(SCC(=O)Nc4ccc(N(C)C)cc4)N3C2=O)cc1 (stereo not drawn)
    -1.2%[60.1 µM]	-0.2	0.6%	/	?	-22.6%	-1.2%	1.2%	41.3%
CN(C)CCCNc1oc(-c2ccccc2Cl)nc1S(=O)(=O)c1ccccc1
    8.1%	4.0	/	51.8%[activator]	-3.5%	23.1%	/	5.8%	/
COc1ccccc1C(=O)Nc1cccc(OCc2cc(=O)n3ccccc3n2)c1
    4.6%[60.1 µM]	-0.8	-5.4%	/	21.7%&-9.1%	4.9%	-1.3%	-0.7%	-3.6%
O=C(Nc1ncccn1)c1ccc(Cl)c([N+](=O)[O-])c1
    -2.3%	1.2	-3.2%	30.9%	?	-4.1%	-2.2%	11.3%	-1.6%
CC(C)c1ccccc1NC(=O)c1ccc(CN(c2ccccc2)S(=O)(=O)c2ccccc2)cc1
    /	3.2	3.1%	?	/	/	4.3%	/	51.8%
O=C(NC(=S)Nc1cccnc1Cl)c1ccc(F)cc1
    6.0%	0.2	1.6%	8.8%	?	68.9%[activator]	-14.4%	0.9%	9.9%
COc1ccccc1/C=C1\SC(=O)N(CC(=O)NCCCn2ccnc2)C1=O
    -12.8%	-0.1	-8.0%	-16.1%	11.5%	12.7%	-17.9%	-4.2%	6.5%
O=C(NNC1=C(C(=O)C(F)(F)F)CCC1)c1cccnc1
    -6.8%	0.1	3.3%	2.5%	413.9%[activator]	130.7%[activator]	-11.0%	-12.6%	10.7%
Cc1cccc(-c2c3c(=O)n(C)c(=O)n(C)c3c3cnc4ccccc4n23)c1
    6.2%	-0.3	-1.8%	/	-8.9%	15.1%	27.1%	4.2%	15.5%
COc1ccc(C(=O)C2CCCN(C(=O)CCc3ccccn3)C2)c(C)c1 (stereo not drawn)
    3.1%	0.3	-4.6%	1.0%	-5.8%	23.3%	-10.2%	4.1%	9.8%
Cc1c(CNC2CCCCCC2)c(C(=O)O)c(C)n1Cc1cccc(Cl)c1
    -18.0%	-0.7	0.7%	/	-19.8%	35.8%[activator]	45.2%[activator]	2.6%	11.9%
CCN(CC)NC(=S)Nc1ccccc1
    1.6%	/	-0.3%	-10.1%	22.4%	12.2%	-12.6%	-23.7%	4.6%
Cc1cc(-n2cnc(-c3cn(C)nc3C)n2)no1
    -13.7%	0.6	1.4%	-1.3%	0.0%	50.6%[activator]	-5.3%	-7.1%	-2.3%
c1cc(Nc2cccc3nccnc23)c2nccnc2c1
    -6.4%	-1.0	-10.7%	-5.0%	-0.3%	0.4%	?	18.4%	?
Cc1cccc(C(=O)NCC(=O)N2CCN(S(=O)(=O)c3ccc4c(c3)OCCO4)CC2)c1
    -4.2%	-0.8	/	12.0%	-4.9%	-10.8%	/	2.1%	/
Cc1cccc(-c2nc(CCNC(=O)c3ccc(Br)o3)cs2)c1
    -7.4%[60.1 µM]	0.0	-5.5%	/	0.0%	-1.3%	?	-10.3%	-0.7%
Cc1cc(N)ncc1[N+](=O)[O-]
    0.9%	/	/	/	-2.1%	11.8%	/	5.4%	/
O=C(COC(=O)c1ccc(F)cc1Cl)Nc1cccc(S(=O)(=O)N2CCOCC2)c1
    -4.9%	0.1	/	-11.1%	-5.4%	-15.0%	/	-1.0%	/
Cc1c(CC(=O)NCCCO)c(=O)oc2cc3c(cc12)CCC(C)(C)O3
    -1.8%	-0.4	-0.8%	-2.7%	14.9%	28.1%	5.1%	-7.9%	17.1%
O=C(CCc1ccc(S(=O)(=O)N2CCOCC2)cc1)N1CCCC1
    -0.5%	0.2	-2.9%	-0.9%	-1.0%	-18.3%	-7.6%	0.2%	-2.3%
CCc1ccc(N/C(=N/c2nc(C)cc(C)n2)NC(C)=O)cc1
    8.0%	0.1	1.5%	14.8%	7.4%	11.6%	-1.8%	17.1%	-20.7%
CC1=Nc2cc(C(=O)N3CCCCC3)ccc2Sc2ccc(C)cc21
    -6.3%&-2.5%	-0.8&-1.1	-6.6%&-3.3%	19.0%	?	1.5%&26.2%	?	-0.1%&8.2%	-0.3%&0.9%
CCNc1nc(SCCOc2ccc(C)cc2)nc(N(C)C)n1
    -3.9%	-0.5	-8.4%	?	?	23.3%	-7.8%	1.3%	4.0%
CCN(C(=O)CSc1ncc2c(n1)-c1cc(Cl)ccc1N(Cc1ccccc1)S2(=O)=O)c1cccc(C)c1
    -20.0%	0.5	-8.6%	/	-14.6%	28.3%	0.6%	1.3%	-7.8%
CCc1nc2ccccc2c(C(=O)Oc2cccc3cccnc23)c1C
    -5.1%	0.2	-7.3%	-5.3%	9.1%	22.7%	-16.2%	6.9%	-0.8%
C/C=C(\CS(=O)(=O)c1ccccc1)S(=O)(=O)c1ccccc1
    1.2%	-0.5	-1.2%	-4.9%	0.0%	?	2.0%	1.0%	-4.7%
COc1ccccc1CCNC(=O)C(=O)NCC(c1cccs1)S(=O)(=O)c1ccc(F)cc1 (stereo not drawn)
    -11.1%[60.1 µM]	-0.2	-3.5%	/	0.0%	15.3%	-7.9%	0.4%	0.4%
Cc1csc(NC(=O)c2ccco2)c1C(=O)c1ccccc1
    -0.6%	-0.6	-2.4%	-5.6%	-9.4%	2.4%	-2.7%	13.5%	1.6%
CC1(C)Cc2c(c(-c3ccccc3)[nH]c(=O)c2C#N)CS1
    -0.2%	0.1	-4.5%	-5.6%	-7.0%	3.4%[58.9 µM]	41.2%[activator]	-7.3%	0.7%
O=C(Cc1ccc([N+](=O)[O-])cc1)Nc1ccc2c(c1)OCO2
    -9.0%	-0.5	-5.4%	0.0%	-6.1%	24.3%	-3.8%	-7.2%	7.1%
Cc1cc(N(C)C)c(C#N)c(=O)[nH]1
    -8.7%	0.7	-1.7%	-0.6%	-8.4%	18.3%	0.8%	-4.0%	0.3%
CCOC(=O)N1CCN(S(=O)(=O)c2ccc(C)c([N+](=O)[O-])c2)CC1
    -1.2%	-0.7	-2.1%	3.6%	0.7%	48.4%[activator]	-9.0%	-4.3%	7.8%
COc1ccc(Cl)cc1N1CC(C(=O)Nc2nccs2)CC1=O (stereo not drawn)
    4.4%	0.3	-5.0%	19.6%	2.5%	14.2%	-4.5%	5.8%	-5.5%
c1ccc(-c2nc3nonc3nc2-c2ccccc2)cc1
    -4.6%	0.7	-4.1%	2.5%	-7.5%	35.9%[activator]	?	-0.7%	0.8%
Cc1ccc(N(CC(=O)NCc2ccccc2)C(=O)c2csnn2)c(C)c1
    -16.3%	0.0	-2.3%	3.0%	5.6%	19.4%	-5.9%	-7.7%	26.9%
O=C(c1cc2c(s1)-c1ccccc1S(=O)(=O)C2)N1CCCC1
    -2.9%	0.0	-4.8%	-2.9%	-5.1%	4.5%	-16.8%	-7.1%	-11.0%
Cc1nc(C)c(-c2ccc(SCc3cccc(F)c3)nn2)s1
    -2.8%	0.2	-13.6%	-5.1%	13.8%	6.0%	3.7%	-10.8%	4.0%
Cc1ccc(NC(=O)CSc2ccc(-c3cccnc3)nn2)cc1
    -18.9%	-0.3	-1.1%	-5.2%	-2.5%	-3.0%	-13.1%	3.8%	3.0%
O=C(COc1ccc(-c2ccccc2)cc1)Nc1cccnc1
    3.1%	-0.2	/	5.8%	33.0%[activator]	-12.4%	/	-11.8%	/

Sorted by molecular weight (ascending): 3 of the compounds above
Fields: Pol kappa inh	TRHR agonist	BLM helicase inh	APE1 inh	ALOX12 inh	POLI inh	Anesthetic bind	ERG-DNA inh	Pol beta inh
O=C(COc1ccc(-c2ccccc2)cc1)Nc1cccnc1
    3.1%	-0.2	/	5.8%	33.0%[activator]	-12.4%	/	-11.8%	/
O=C(c1cc2c(s1)-c1ccccc1S(=O)(=O)C2)N1CCCC1
    -2.9%	0.0	-4.8%	-2.9%	-5.1%	4.5%	-16.8%	-7.1%	-11.0%
Cc1ccc(N(CC(=O)NCc2ccccc2)C(=O)c2csnn2)c(C)c1
    -16.3%	0.0	-2.3%	3.0%	5.6%	19.4%	-5.9%	-7.7%	26.9%

Only part of the results is shown; count on the stated rates, not on these rows.
